# MMP13 fTHP cleavage: MMP13 inhibitors among fluorescent compounds, confirmation, biochemical, possible fluorescent artifacts, delta fluorescence (AID 734) | MMP13 fTHP FRET cleavage, delta fluorescence 4 h; hits give high values | Collagenase 3 (Homo sapiens) | 5,100 tested, under 10 active | inhibition, %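 (each compound tested at 4 µM nominal in triplicate)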;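 active = inhibition above the mean inhibition over all tested compounds plus 3 SD, cut at about 75% in these data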;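 also: 0% = DMSO only wells and 100% = 8 µM reference MMP13 inhibitor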
# Starred values were filed as active, the others as inactive. This is a subset; count on the stated rates, not on these rows.
SMILES,MMP13 fTHP cleavage
CC1(C)Cc2ccccc2-c2nc(NCCCO)n(-c3ccccc3)c(=O)c21,-21
CC(=O)N1CCC2(CC1)CC(=O)c1cc(OCC(=O)NCc3ccco3)ccc1O2,-2
CCc1ccc2[nH]c(=O)c(CN(CCN(CC)CC)C(=O)NC3CCCCC3)cc2c1,0
COc1ccccc1Oc1coc2cc(O)ccc2c1=O,3
CC1=C(C(=O)OCC2CCCO2)C(c2ccncc2)C2=C(CC(C)(C)CC2=O)N1 (stereo not drawn),3
CC(=O)c1ccc(-c2nc3c4ccccc4ccn3c2C(C)=O)o1,8
CN1CCc2c(sc(/N=C/c3ccco3)c2C(N)=O)C1,6
COc1cc(OC)cc(C(=O)NCC(=O)N2CCC(C)CC2)c1,8
Cc1oc2c(CN(C)C)c(O)ccc2c(=O)c1-c1cscn1,0
O=c1[nH]c2cc3c(cc2cc1CN(Cc1nnnn1CC1CCCO1)C1CCCC1)OCO3 (stereo not drawn),-6
CCC(C)NC(=O)CSC1=Nc2ccccc2C2=NC(CC(=O)NCc3ccccc3)C(=O)N12 (stereo not drawn),2
CCOC(=O)N1CCN(C(=O)CC(C(=O)N2CCc3ccccc32)n2ccnc2)CC1 (stereo not drawn),1
O=c1c2cccc3c2c(nn1CN1CCOCC1)-c1ccccc1-3,4
COc1ccc(C2CC(c3ccc(C)cc3)Nc3ncnn32)cc1 (stereo not drawn),1
CC1=C(C(=O)N2CCOCC2)C(c2ccccc2F)C2=C(CCCC2=O)N1 (stereo not drawn),3
O=C1NCCc2c1[nH]c1c(Cl)ccc(Cl)c21,3
COc1cc2cc(C(c3nnnn3Cc3ccc(F)cc3)N3CCCCCC3)c(=O)[nH]c2cc1OC (stereo not drawn),-6
COC(=O)c1cnn2c(C)c(Cc3cccc(F)c3)c(C)nc12,3
CCc1nc(NCCCN2CCOCC2)c2oc3ccccc3c2n1,0
CC(Nc1nc(N2CCCC2)nc2ccccc12)c1ccccc1 (stereo not drawn),9
COCCn1c(N)c(C(=O)NCC2CCCO2)c2nc3ccccc3nc21 (stereo not drawn),-29
O=C(C1CCCN(S(=O)(=O)c2cnc[nH]2)C1)N1CCN(Cc2ccccc2)CC1 (stereo not drawn),6
CCOC(=O)N1CCN(C(=O)c2cccn3c(=O)c4sccc4nc23)CC1,2
CCOc1nc(-c2ccc(OC)cc2)ccc1-c1noc(C)n1,24
CC(C)CN(C(=O)CSc1nnc2c(Cl)cc(C(F)(F)F)cn12)C1CCS(=O)(=O)C1 (stereo not drawn),-1

# Compounds listed so far that contain a carbonyl joined to an NH by a bond outside any ring (six):
SMILES,MMP13 fTHP cleavage
CC(=O)N1CCC2(CC1)CC(=O)c1cc(OCC(=O)NCc3ccco3)ccc1O2,-2
CCc1ccc2[nH]c(=O)c(CN(CCN(CC)CC)C(=O)NC3CCCCC3)cc2c1,0
CN1CCc2c(sc(/N=C/c3ccco3)c2C(N)=O)C1,6
COc1cc(OC)cc(C(=O)NCC(=O)N2CCC(C)CC2)c1,8
CCC(C)NC(=O)CSC1=Nc2ccccc2C2=NC(CC(=O)NCc3ccccc3)C(=O)N12 (stereo not drawn),2
COCCn1c(N)c(C(=O)NCC2CCCO2)c2nc3ccccc3nc21 (stereo not drawn),-29

# Part of the list above in order of molecular weight, descending:
SMILES,MMP13 fTHP cleavage
O=c1[nH]c2cc3c(cc2cc1CN(Cc1nnnn1CC1CCCO1)C1CCCC1)OCO3 (stereo not drawn),-6
CC(=O)N1CCC2(CC1)CC(=O)c1cc(OCC(=O)NCc3ccco3)ccc1O2,-2
CCc1nc(NCCCN2CCOCC2)c2oc3ccccc3c2n1,0
O=c1c2cccc3c2c(nn1CN1CCOCC1)-c1ccccc1-3,4
CCOc1nc(-c2ccc(OC)cc2)ccc1-c1noc(C)n1,24

# Carrying on:
SMILES,MMP13 fTHP cleavage
CCOC(=O)CC(=O)Nc1ccc(Br)cc1C(=O)O,5
Cc1ccc2nc3ccc(N4CCN(C)CC4)nn3c(=O)c2c1,-10
Cc1ccc2[nH]c(=O)c3cc(C(=O)N4CCN(C(=O)c5ccco5)CC4)sc3c2c1,7
CCOc1ccc2ccccc2c1C(=O)Nc1cc(=O)n(C)c(=O)n1C,-2
O=C1CCCC2=C1C(c1ccncc1)c1c(nc(SCc3ccccc3Cl)[nH]c1=O)N2 (stereo not drawn),-2
CCCCN(C)Cc1c(C)[nH]c2ccc(OCC)cc2c1=O,4
O=C(CN1CCOCC1)Nc1c2c(nc3ccccc13)N(Cc1ccccc1)CC2,1
CCN(CC)C(=O)CSc1ncnc2c(-c3cccs3)nsc12,-3
CCOc1ccc(S(=O)(=O)NCC2CCCO2)c2cccnc12 (stereo not drawn),1
COc1ccc2c(c1)c1c(n2C(C)=O)C(OC(C)=O)=NCC1,6
Cc1cccc(-n2ncc3c(NCc4ccco4)ncnc32)c1,1
CCCNC(=O)N1CCN(c2nc(C(C)C)c3c(c2C#N)CC(C)(C)OC3)CC1,3
Fc1ccc(-c2cc3nc(-c4ccccc4)cc(N4CCOCC4)n3n2)cc1,-13
Cc1cc(C)nc(N2CCC(C(=O)Nc3cccc(C(F)(F)F)c3)CC2)n1,-2
COc1cc2nc(N(C)C)nc(N)c2cc1OC,6
Cc1cc(NCC2CCCO2)n2c(nc3ccccc32)c1C#N (stereo not drawn),-6
COc1ccc(CN(C(=O)c2snc(C(N)=O)c2N)C(C(=O)NC(C)(C)C)c2ccco2)cc1 (stereo not drawn),-1
COC(=O)c1cc2c(s1)-c1ccccc1OC2,-105
CCc1ccc2oc(-c3ccc(N)cc3)nc2c1,-20
CN1CC=C2C(C#N)=C(N)C(C#N)(C#N)C(Cc3ccccc3)C2C1 (stereo not drawn),5
COc1ccc2c(c1)OCC1=C2CCC2(C)C(=O)CC=C12 (stereo not drawn),7
CCOC(=O)c1[nH]c2ccc(OC)cc2c1NC(=O)CN1CCSCC1,6
Cc1ccccc1Cn1ccc(NC(=O)c2cc3nc(-c4ccco4)cc(C(F)(F)F)n3n2)n1,6
O=S(=O)(Nc1ccc2oc(-c3ccccc3)nc2c1)c1ccccc1,10
CCc1c(C)c2ccc(OCC(=O)N(C)C)c(C)c2oc1=O,-6
# More results
SMILES,MMP13 fTHP cleavage
COc1ccc(-c2cc(C(F)(F)F)nc(N3CCCCC3)n2)cc1OC,7
O=C(Nc1nnc(-c2ccco2)s1)c1ccccc1,4
COc1ccc2[nH]c(=O)c(CN(Cc3ccccc3)Cc3nnnn3CC3CCCO3)cc2c1 (stereo not drawn),7
c1ccc(-c2nnc(-c3ccco3)o2)cc1,-4
COc1cc2cc(C(c3nnnn3C(C)(C)C)N3CCc4ccccc43)c(=O)[nH]c2cc1OC (stereo not drawn),5
Cc1ccc(C)c2nc(N3CCCC3)c(C#N)cc12,6
Cc1ccc(-c2oc3ncnc(N)c3c2-c2ccc(C)cc2)cc1,-37
CCc1c(C)nc2cc(-c3cccs3)[nH]n2c1=O,2
CCOC(=O)c1ccccc1NC1c2ccccc2C(=O)N1C1CCN(C(=O)OCC)CC1 (stereo not drawn),-1
COC(=O)c1c(C#N)c(N)nc2c1CCC2,-11
Cn1c(C(=O)NCc2ccccn2)cc2c(=O)n(C)c3ccccc3c21,-1
C=CCc1cccc2cc(NC(C)=O)c(=O)oc12,5
CCC1C2CN(C(C)=O)CC=C2C(C#N)=C(N)C1(C#N)C#N (stereo not drawn),3
OCCn1nc2c3ccccc3nc-2n(-c2ccccc2)c1=S,5
Cc1nnc2sc(-c3cccc4ccccc34)nn12,2
CN(C)[C@@H]1C(=O)C(C(N)=O)=C(O)[C@@]2(O)C(=O)C3=C(O)c4c(O)ccc(Cl)c4[C@@H](O)[C@H]3C[C@@H]12,8
CCOc1ccc(-c2nnc(-c3ccco3)o2)cc1,-3
Fc1cnc(N2CCOCC2)nc1NCc1ccccc1,2
Cc1cc(C)n2cc(CSc3nnnn3C)nc2n1,5
CCNc1oc(-c2cccc3ccccc23)nc1C#N,-141
Clc1ccc(-c2nc3nc4ccccc4nc3n2Cc2ccco2)cc1,3
Cc1nc2c3cnn(-c4ccccc4)c3ncn2n1,7
COc1ccc(-c2c(C)oc3c(CN4CCN(CCO)CC4)c(O)ccc3c2=O)cc1OC,8
CCOC(=O)CC(=O)CSc1ccc2nnc(-c3ccc(F)cc3)n2n1,8
CCc1cc(=O)oc2c(CN3CCN(C)CC3)c(O)c(Cl)cc12,-33

# Quoted at random: 2 compounds from above
SMILES,MMP13 fTHP cleavage
CC1=C(C(=O)OCC2CCCO2)C(c2ccncc2)C2=C(CC(C)(C)CC2=O)N1 (stereo not drawn),3
CCCCN(C)Cc1c(C)[nH]c2ccc(OCC)cc2c1=O,4

# The listing continues.
SMILES,MMP13 fTHP cleavage
COCCN1C(=O)c2oc3ccccc3c(=O)c2C1c1ccc(C(=O)OC)cc1 (stereo not drawn),8
CCCCN(C)CCn1c(=S)[nH]c2ccc(N3CCOCC3)cc2c1=O,7
Cc1ccc(OCC(=O)Nc2ccc(-c3nc4ncccc4o3)cc2)c(C)c1,-7
Cc1ccc2cc(-c3noc(C(C)(C)C)n3)c(=O)[nH]c2c1,-1
COc1ccc2c(c1)nc(N)n2Cc1ccccc1,4
COc1ccc(-c2ccc(-c3noc(-c4ccccc4C)n3)c(OC)n2)cc1,80*
COc1cccc(-c2nn(C)c3sc(C(=O)NCc4ccco4)cc23)c1,0
Nc1ccc2[nH]ncc2c1,2
O=c1c(-c2ccc3c(c2)OCCO3)coc2c(CN3CCOCC3)c(O)ccc12,3
CCOC(=O)c1c(C)[nH]c(C(=O)COC(=O)C2CC2C)c1C (stereo not drawn),2
O=c1oc2ccc3ccccc3c2cc1-c1nnc(-c2ccccc2)o1,47
COCCn1c(=NC(=O)c2ccc3c(c2)OCO3)c(C#N)cc2c(=O)n3cccc(C)c3nc21,3
COCCn1c(=N)c(C(=O)NCCc2ccc(OC)cc2)cc2c(=O)n3cccc(C)c3nc21,4
NC(=O)c1cccc2c3c([nH]c12)CCCC3,6
COc1ccc(CNc2oc(-c3cccc4ccccc34)nc2C#N)cc1,-37
Cc1cc(NCCCn2ccnc2)n2ncc(-c3ccccc3)c2n1,2
CCOc1ccc(Nc2nc3c(c(=O)[nH]2)CCCC3)cc1,4
CC(=O)Nc1ccc(-c2cn3cccnc3n2)cc1,-22
CC(=O)N1CCc2c(sc(NC(=O)C3CC3)c2-c2nc3ccccc3s2)C1,5
Oc1ccccc1Cn1c(-c2ccccc2O)nc2ccccc21,10
CCOC(=O)c1[nH]c2cc3c(cc2c1NC(=O)CN1CCc2ccccc2C1)OCO3,-10
CCC(=O)Nc1ccc(-c2nnc(-c3ccccc3)o2)cc1,-13
COCC(=O)N(Cc1cc2cc(OC)ccc2[nH]c1=O)c1ccccc1,-1
CCCCn1c(NC(=O)CC)c(C#N)c2nc3ccccc3nc21,7
Nc1cc(C(=O)OCC(=O)N2CCCC2)ccc1Cl,7
# (continued)
SMILES,MMP13 fTHP cleavage
CCc1ccc(NS(=O)(=O)c2ccc3[nH]cc(C(=O)NCC4CCCO4)c(=O)c3c2)cc1 (stereo not drawn),4
Nc1c(C(=O)OCC2CCCO2)c2nc3ccccc3nc2n1-c1ccc2c(c1)OCCO2 (stereo not drawn),0
COc1ccc(-c2cc(C(F)F)n3ncc(C(=O)N4CCN5CCCC5C4)c3n2)cc1 (stereo not drawn),-5
c1ccc2c(c1)OCC(c1nnc3sc(-c4ccc5c(c4)OCO5)nn13)O2 (stereo not drawn),4
Cc1ccc2nc3c(cc(C#N)c(=O)n3-c3nccs3)c(=O)n2c1,-39
COc1cc2c(=O)nc3n(c2cc1OC)C(c1ccccc1)N=C(N)N3 (stereo not drawn),13
C=CCNC(=O)c1c(N)n(-c2ccc3c(c2)OCO3)c2nc3ccccc3nc12,-6
Cc1ccc2cc3c(N)c(C(=O)N4CCOCC4)sc3nc2c1,3
c1ccc(OCc2nnc3sc(C4COc5ccccc5O4)nn23)cc1 (stereo not drawn),1
COC(=O)CSc1ncnc2c1sc1nc(-c3ccco3)c3c(c12)CC(C)(C)OC3,3
CC1(C)Cc2c(C#N)c(N3CCN(C(=O)c4ccccc4)CC3)nc(-c3ccco3)c2CS1,5
Cc1ccc(CNc2oc(-c3cccs3)nc2C#N)cc1,4
COCC(=O)Nc1sc2c(c1C(=O)OC)CCC(C)C2 (stereo not drawn),1
CCOC(=O)c1cc(-c2ccncc2)nc2c1c(C)nn2C,-3
COC(=O)Cc1c(C)c2c(O)cc(C)cc2oc1=O,6
Cc1oc2c(CN3CCOCC3)c(O)ccc2c(=O)c1-c1ccccc1,1
O=c1cc(-c2ccccc2)[nH]n1-c1nc2ccccc2[nH]1,11
Oc1ccc(-c2csc(NCc3ccco3)n2)cc1,4
COC(=O)c1ccccc1NC(=O)N1CCN(C(=O)c2ccco2)CC1,4
COCCCn1c(-c2ccsc2)nc2c1c(=O)[nH]c(=O)n2Cc1ccccc1,6
COc1ccc(-c2nnc(-c3cccs3)o2)cc1OC,6
COc1ccc(OC)c2[nH]c(=O)c(CCNC(=O)C(C)(C)C)cc12,1
Clc1ccc(C2Nc3ccccc3-n3cccc32)cc1 (stereo not drawn),-1
Nc1c(S(=O)(=O)c2cccs2)c2nc3ccccc3nc2n1Cc1cccs1,-26
CCOc1ccc(C2CC(c3cccc(Cl)c3)n3nc(N)nc3N2)cc1 (stereo not drawn),5
O=C(Nc1ccc2oc(-c3ccccc3F)nc2c1)c1ccc2c(c1)OCCO2,5

# Structures above containing a tert-butyl group (4):
SMILES,MMP13 fTHP cleavage
COc1ccc(CN(C(=O)c2snc(C(N)=O)c2N)C(C(=O)NC(C)(C)C)c2ccco2)cc1 (stereo not drawn),-1
COc1cc2cc(C(c3nnnn3C(C)(C)C)N3CCc4ccccc43)c(=O)[nH]c2cc1OC (stereo not drawn),5
Cc1ccc2cc(-c3noc(C(C)(C)C)n3)c(=O)[nH]c2c1,-1
COc1ccc(OC)c2[nH]c(=O)c(CCNC(=O)C(C)(C)C)cc12,1

# Compound activity from PubChem.
